Assay outcomes: PubChem, The Scripps Research Institute Molecular Screening Center
PLCb3 inh: PLC-beta3 (human) inhibition, primary screen | Q01970 | Purified PLC-beta3, fluorogenic substrate, fluorescence | inhibition, % at 12.2 µM | actives 0.18% (n = 370,000); in the data active = inhibition above about 11%;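 also: 0% = median of compound wells on plate and 100% = full blocker control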
ARFGAP1 inhibitor: inhibits rat ARF GTPase activating protein 1; Q62848; Arfgap1-stimulated ARF1 GTP hydrolysis, GDP FP detection; inhibition, % at 16.5 µM; actives 0.26% (n = 360,000); AID 651572;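 active = inhibition above a per-plate limit, mean inhibition of low control wells plus 3 SD, cut at about 25% in these data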;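 also: 0% = DMSO wells with enzyme and 100% = wells lacking Arfgap1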
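Assay system: purified rat His6-Arfgap1 residues 1-136 (GAP domain); Reagent: human Δ17 ARF1 bound to GTP; Dosing: 16.5 µM single point, 1.26% DMSO; Times: GTP hydrolysis reaction 2 h at 25 °C; Signal: FP, GDP Alexa 633 tracer displaced from anti-GDP antibody, 620/688 nm; Measure: % inhibition from polarization.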
DDE Tn7 FP inh: disrupts Tn7 cyclic peptide binding to fibrin D-Dimer-E complex | P02675 | FP displacement of FITC-Tn7 peptide from fibrin DD(E); 0% = median of compound wells per plate | inhibition, % at 8.3 µM | actives 0.13% (n = 370,000) | AID 720508;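 active = inhibition above the mean of compounds falling within the control limits plus 3 SD of them, cut at about 14% in these data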;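 also: 0% = plate median of compound wells and 100% = 10 µM Aha-Tn7 peptide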
Target sequence (P02675 whole entry, looked up): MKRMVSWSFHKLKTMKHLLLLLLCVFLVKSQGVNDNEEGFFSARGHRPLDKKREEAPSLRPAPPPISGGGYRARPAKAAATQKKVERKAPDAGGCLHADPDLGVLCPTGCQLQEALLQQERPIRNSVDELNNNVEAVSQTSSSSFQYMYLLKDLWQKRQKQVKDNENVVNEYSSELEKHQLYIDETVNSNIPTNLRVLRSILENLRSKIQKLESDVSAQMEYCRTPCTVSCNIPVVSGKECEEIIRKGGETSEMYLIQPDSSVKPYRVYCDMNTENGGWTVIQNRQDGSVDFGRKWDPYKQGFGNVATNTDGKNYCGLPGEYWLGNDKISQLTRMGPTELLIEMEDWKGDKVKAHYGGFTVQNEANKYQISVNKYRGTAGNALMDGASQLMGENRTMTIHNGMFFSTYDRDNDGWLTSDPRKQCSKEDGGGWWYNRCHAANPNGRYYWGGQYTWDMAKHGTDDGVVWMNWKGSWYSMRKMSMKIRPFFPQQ
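assay system = human clot-derived fibrin DD(E) complex | quantity = Fibrin-DD(E) at 2 µM final | timing = 10 min preincubation, 3 h with tracer, room temperature | signal = fluorescence polarization | measure = percent inhibition | benchmarks = high control wells with 10 µM unlabelled Aha-Tn7 peptide (full inhibition) | replicates = singlicate testing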
ADAM17 inh: ADAM17 inhibition, QFRET primary screen | inhibition, % at 6.95 µM | actives 0.83% (n = 370,000) | recombinant ADAM17, EDANS/DABCYL FRET peptide cleavage | P78536;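 active = inhibition above the mean of compounds lying between control limits plus 3 SD, set per campaign, cut at about 8.5% in these data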;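 also: 0% = DMSO-only wells as the low control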
ASAP1 GAP inh: ASAP1 ArfGAP inhibition | Q9ULH1 | ASAP1-stimulated ARF1 GTP hydrolysis, GDP FP detection | inhibition, % at 16.5 µM | actives 0.19% (n = 360,000) | AID 624377; in the data active = inhibition above about 25%;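 also: 0% = vehicle with enzyme and substrate and 100% = no enzyme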
ADAM10 inh: ADAM10 inhibition, QFRET primary screen | O14672 | recombinant ADAM10, EDANS/DABCYL FRET peptide cleavage, 3 h | inhibition, % at 7 µM | actives 0.62% (n = 370,000);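 active = inhibition above a per-campaign cutoff equal to the mean of compounds falling between control-based bounds plus 3 SD, cut at about 20% in these data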;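 also: 0% = DMSO wells while the 100% control is not disclosed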
Target sequence (O14672 214-748 limits assumed): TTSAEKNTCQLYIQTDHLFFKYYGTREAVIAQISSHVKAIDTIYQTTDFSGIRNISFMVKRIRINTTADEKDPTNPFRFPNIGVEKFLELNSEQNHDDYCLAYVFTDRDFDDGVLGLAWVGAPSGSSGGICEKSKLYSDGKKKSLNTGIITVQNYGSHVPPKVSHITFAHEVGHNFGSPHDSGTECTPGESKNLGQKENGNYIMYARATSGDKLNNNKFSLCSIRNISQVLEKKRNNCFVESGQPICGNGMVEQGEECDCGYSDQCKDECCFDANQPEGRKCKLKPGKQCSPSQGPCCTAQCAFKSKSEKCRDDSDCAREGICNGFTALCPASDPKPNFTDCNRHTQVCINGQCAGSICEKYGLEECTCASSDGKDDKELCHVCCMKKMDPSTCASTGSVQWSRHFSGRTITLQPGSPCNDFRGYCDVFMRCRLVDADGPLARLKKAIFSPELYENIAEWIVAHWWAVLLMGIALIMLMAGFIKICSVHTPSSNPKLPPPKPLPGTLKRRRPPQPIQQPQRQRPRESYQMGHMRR
PLCg1 inh: inhibitors of human phospholipase C gamma1 | AID 720700 | actives 0.84% (n = 370,000) | inhibition, % at 12.2 µM | purified PLC-gamma1, fluorogenic substrate, fluorescence | P19174; in the data active = inhibition above about 9.5%
DDE Tn6 FP inh: disrupts Tn6 cyclic peptide binding to fibrin D-Dimer-E complex | P02675 | actives 0.21% (n = 370,000) | Fibrin DD(E) TRITC-Tn6 fluorescence polarization displacement | inhibition, % at 8.3 µM;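 active = inhibition above a per-campaign cutoff: mean of compounds within control limits plus 3 SD, cut at about 15% in these data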;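 also: 0% = median of all compound wells on the plate and 100% = blocking peptide control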
TDP2 inh: TDP2 (human) inhibition, absorbance primary screen; O95551; recombinant TDP2, T5PNP hydrolysis, p-nitrophenol absorbance 415 nm; inhibition, % at 12.8 µM; actives 0.34% (n = 370,000); AID 720702;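 active = inhibition above the mean of all tested compounds plus 3 SD, set per campaign, cut at about 25% in these data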;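 also: 0% = DMSO with enzyme and 100% = buffer with substrate but no TDP2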
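Material: recombinant human TDP2; quantity: TDP2 enzyme at 120 nM final; medium: Tris-HCl pH 7.5 with MgCl2; compound: single concentration, 12.8 µM nominal, with 1% DMSO; incubation: 2 h enzyme incubation at 37 °C; signal: epi absorbance; measure: percent inhibition; benchmarks: high control without enzyme, low control DMSO plus TDP2; repeats: singlicate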
SIAE primary: human SIAE inhibition, primary screen; Q9HAT2; actives 0.69% (n = 370,000); SIAE FP-Rh probe binding, fluorescence polarization; inhibition, % at 9.66 µM;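 active = inhibition above a cutoff: mean of compounds within the control limits plus 3 SD of those, cut at about 17% in these data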;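 also: 0% = plate median of compound wells and 100% = probe without SIAE protein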
Numbers without * were called inactive; i = inactive; x = not tested or not shown.

SMILES	PLCb3 inh	ARFGAP1 inhibitor	DDE Tn7 FP inh	ADAM17 inh	ASAP1 GAP inh	ADAM10 inh	PLCg1 inh	DDE Tn6 FP inh	TDP2 inh	SIAE primary
CNc1cncc(-c2cc(C)c(O)c(C)c2)n1	-43.3	3.1	-2.3	-46.8	1.6	-186.3	-34.0	1.6	-7.9	1.1
O=c1c(F)cn(C2CCCO2)c(=O)n1Cc1ccccc1F (stereo not given)	1.3	1.6	11.9	0.3	-10.7	0.3	0.6	-8.1	5.5	1.7
CCN(C(=O)COC(=O)/C=C/c1ccc(Cl)c(Cl)c1)c1c(N)n(Cc2ccccc2)c(=O)[nH]c1=O	2.4	11.5	-1.4	-3.9	6.5	-13.4	0.9	-0.6	-2.3	-6.0
CCOc1ccc(OCC)c(NC(=O)CSc2nnc(C3CC3)n2CC)c1	0.6	-5.4	4.5	-1.8	0.9	-2.5	0.6	-3.1	-1.1	0.1
NC(=O)C1CCN(CC(=O)Nc2cc(S(=O)(=O)N3CCOCC3)ccc2N2CCCC2)CC1	-8.7	-4.4	1.5	-4.3	0.9	-4.6	-4.9	11.2	-2.5	-9.7
COc1cccc(NC(=O)CN(C)C(=O)CSc2ccc3c(c2)OCCO3)c1	-6.5	-3.2	4.1	-2.6	1.1	2.9	-1.8	-0.1	-0.8	-0.6
CC1CCCCN1C(=O)Cn1cc(C=O)c2ccccc21 (stereo not given)	1.8	-1.5	1.5	-2.7	2.0	-0.1	0.4	-5.8	2.2	-4.2
CC(=O)C1=C(C)NC(=O)NC1c1cccs1 (stereo not given)	-1.6	3.1	-2.2	-5.3	-8.4	-6.2	1.9	-1.0	7.6	8.4
CC1(C)C2CC=C(/C=N/NC(=S)NCCc3ccccc3)C1C2 (stereo not given)	-1.6	4.2	-1.7	3.5	18.6	9.3	3.5	-6.0	-20.4	-2.1
CCOC(=O)N1CCN(C(=O)C2CCN(S(=O)(=O)N3CCC4(CC3)OCCO4)CC2)CC1	-4.8	-17.5	-0.2	-3.0	-0.1	2.1	3.1	-7.4	-4.3	-3.4
OC(c1cccc(Cl)c1)c1nc(-c2ccc3c(c2)OCO3)cs1 (stereo not given)	-2.9	0.5	3.5	5.5	-7.7	18.0	-1.4	0.0	2.4	-9.1
CCCCN(C)c1c(C)nc2ccc(C(=O)Nc3cc(-c4ccccc4)ccc3OC)cn12	-25.9	6.0	4.8	3.6	1.6	10.4	-19.5	2.0	-5.5	3.8
Cc1ccc(C2CC(c3cccc(NS(C)(=O)=O)c3)=NN2S(C)(=O)=O)cc1 (stereo not given)	0.2	-1.9	-2.3	-2.2	-0.7	-0.6	2.3	-1.1	8.7	4.0
COc1ccccc1CCC(=O)OCC(=O)N1c2ccccc2NC(=O)C1(C)C	-1.0	7.4	4.2	-2.8	3.6	-6.8	1.4	7.1	-6.6	20.5*
CC1CCN(C(=O)CCC(=O)Nc2nnc(C3CCCCC3)s2)CC1	-7.4	5.9	0.6	4.6	-1.7	4.9	0.6	2.1	-8.4	0.1
COc1ccccc1C(C)Nc1ccc(S(=O)(=O)N2CCN(C)CC2)cc1[N+](=O)[O-] (stereo not given)	-2.5	-4.4	-0.3	1.9	-0.8	-5.2	6.8	2.6	-9.6	7.3
CCOc1ccc(S(=O)(=O)N(CC(=O)NN=C2CCN(C)CC2)c2ccc(C)cc2)cc1	-6.2	5.7	-2.0	-4.0	-4.0	-1.1	3.0	9.4	-13.7	3.2
CCC(C)N(C)C(=O)c1cc2ccccc2c(-c2ccccc2Cl)n1 (stereo not given)	0.0	1.9	-7.1	-1.4	5.4	1.2	-0.9	-4.9	2.7	-1.6
CSc1ccccc1C(=O)Nc1ccccc1C	-0.9	-1.8	0.5	1.2	3.1	5.4	-0.3	4.5	-11.3	-0.4
COc1ccc(NC(=O)C2CCCN2c2nn3c(=O)cc(C)nc3s2)cc1 (stereo not given)	-1.0	5.1	-10.8	-2.2	6.8	-0.4	1.0	-0.4	6.8	4.9
O=C(c1ccc(S(=O)(=O)N2CCOCC2)cc1)N1CCN=C1SCc1cccnc1	1.7	-1.7	1.0	-5.5	0.3	0.8	0.4	-4.2	5.6	2.4
C/C(=N\NC(=O)COc1ccc([N+](=O)[O-])cc1)C(C)(C)C	-2.9	6.7	4.8	-2.4	-11.7	1.8	0.5	9.1	13.3	-0.9
Cc1ccc(OCc2cc(C(=O)N3CCN(C4CCCCC4)CC3)no2)cc1C	-6.2	3.5	3.0	-0.6	-3.0	3.9	-1.5	11.4	9.7	1.9
Cc1ccc(C(=O)O)cc1NC(=O)Nc1cccc2ccccc12	-28.9	-2.5	7.0	-15.1	14.8	-72.5	-18.8	-1.0	11.7	1.2
Cc1ccc(C(=O)N/C(=C\c2cccc([N+](=O)[O-])c2)C(=O)Nc2cccc(C(=O)O)c2)cc1	0.3	3.7	-5.2	-1.6	-1.6	0.3	0.0	-5.4	-3.7	0.5
Going on with the list:
SMILES	PLCb3 inh	ARFGAP1 inhibitor	DDE Tn7 FP inh	ADAM17 inh	ASAP1 GAP inh	ADAM10 inh	PLCg1 inh	DDE Tn6 FP inh	TDP2 inh	SIAE primary
CCOC(=O)C1(C(=O)OCC)NC(=O)CC1C (stereo not given)	-2.3	-10.6	-6.8	-2.5	3.7	-14.4	3.8	-11.3	-6.2	-3.4
O=C(O)CSc1ncnc2sc3c(c12)CCCC3	-14.3	4.5	-1.8	-13.7	-3.5	-33.8	-8.8	-2.6	21.8	5.9
Cc1nc2c(=O)n(-c3ccc(F)cc3F)nc(C)c2s1	-2.2	8.6	-11.3	1.5	2.9	2.8	2.3	-2.1	-0.6	-1.2
O=C(O)C1CC(=O)N(Cc2ccc(F)cc2)C1 (stereo not given)	1.8	-0.9	1.6	-7.3	-7.2	4.7	0.4	-3.9	2.1	3.1
CCC(C(=O)OC)n1c(-c2ccccc2)nc2ccccc2c1=O (stereo not given)	1.8	3.5	-1.7	3.6	4.5	13.4	5.3	6.8	-8.1	3.7
O=C(COc1ccc(S(=O)(=O)N2CCOCC2)cc1)NCC1CCCO1 (stereo not given)	-3.5	8.7	0.1	-5.1	-8.3	-5.6	-2.0	-5.6	1.9	-0.2
NNC(=O)c1sccc1OCc1ccc(F)cc1	-4.9	-10.9	3.7	1.8	1.2	5.7	-3.4	-10.6	-0.7	2.5
COCCn1c(CN2CCc3ccccc3C2)nc2c1c(=O)n(C)c(=O)n2C	1.7	9.9	-0.4	2.6	14.4	3.7	1.7	3.1	-1.1	0.8
CCCC(C(=O)NCc1ccco1)N(C(=O)CNS(=O)(=O)c1ccccc1)c1ccc(OC)cc1 (stereo not given)	-3.5	2.5	-7.3	-1.1	10.7	-2.1	0.8	-1.4	-2.7	-2.2
Cn1cccc1CN1CCC[C@]2(N[C@H](c3ccccc3)[C@@H]3C(=O)N(Cc4ccccc4)C(=O)[C@@H]32)C1=O	-2.9	12.9	-1.4	-3.8	6.5	-9.3	-0.9	1.3	-0.1	10.5
COC(=O)c1cc2c(c3c4ccccc4n(S(=O)(=O)c4ccc(OC)cc4)c13)C(=O)N(C)C2	-17.0	13.1	-5.4	-3.0	1.4	-16.7	-11.2	-2.7	1.4	-1.3
COc1ccc(NCc2cc3ccccc3[nH]c2=O)cc1	-277.3	0.8	9.5	-23.4	-10.7	-59.8	-222.8	-4.0	4.2	3.5
CCNC(=O)N(C)[C@H]1C[C@H]2c3[nH]c4cccc(-c5cccc(F)c5)c4c3CCN2C(=O)[C@H]1[C@H](C)O	i	x	3.7	-339.6	x	i	-496.5	14.5	-6.9	3.8
COc1cc2[nH]c(=O)n(CCCCCC(=O)NC3CCCC3)c(=O)c2cc1OC	-4.7	-7.3	-2.6	-10.4	3.2	-11.9	10.3*	-0.3	-11.4	-4.8
Cc1cccc(OCC(=O)Nc2c3c(nn2C(C)(C)C)CS(=O)(=O)C3)c1	-8.6	-6.7	-1.3	1.0	-5.8	-4.4	2.9	4.6	-0.2	1.8
COc1ccccc1OCC(=O)NC1CCCCCC1	0.1	6.2	-4.4	-1.1	6.0	0.6	0.6	1.5	3.9	1.3
Cn1c(NCCN2CCCC2)nc2cc(-c3ccccc3)sc2c1=O	-4.7	2.1	-1.4	-5.2	-6.4	-43.2	-1.2	-4.1	-4.3	-2.7
COc1ccc(CNC(=O)c2noc3c2CCCC3)cc1	3.5	3.5	-7.5	-1.1	-24.3	3.8	1.6	-3.7	-3.1	0.1
Cc1noc(C)c1S(=O)(=O)N(C)C[C@H]1Oc2c(NS(=O)(=O)c3cn(C)cn3)cccc2C(=O)N([C@H](C)CO)C[C@@H]1C	0.9	12.6	0.5	-2.9	-2.6	-4.2	-0.4	-1.6	4.7	-0.1
Cc1nnc(NCCN2CCOCC2)[nH]c1=O	2.3	-2.9	-4.0	-5.8	-15.6	-8.0	1.5	3.0	2.6	11.1
Nc1cc(=O)[nH]c(SCCSc2ccccc2)n1	-4.0	8.3	-1.8	-1.9	-21.5	-10.9	1.4	2.6	8.5	5.7
Nc1c(-c2ccc(Cl)cc2)cnc2c(-c3ccccc3)cnn12	-34.2	-2.5	1.7	-7.8	-3.4	-16.2	-27.6	7.2	8.0	3.5
CC(C)(C)NC(=O)c1oc2ccccc2c1COc1ccccc1	0.5	-5.0	-6.1	2.7	-4.7	10.3	-1.4	1.2	-6.5	-6.4
CCCCn1c(N)c(N(CCC(C)C)C(=O)COC(=O)c2ccc([N+](=O)[O-])s2)c(=O)[nH]c1=O	1.7	-15.3	3.8	-5.7	-7.3	-21.1	-2.1	-1.3	18.6	-2.6
CC1(C)OC(=O)C2=C(C[C@@H](C3CCCCC3)O[C@H]2c2ccc(Cl)cc2)O1	1.4	7.7	2.5	-5.1	-0.9	-8.7	-0.1	-0.1	-3.8	0.2
COC(=O)c1ccc(-c2ncc(-c3cccc4ccccc34)o2)cc1	-234.8	-1.7	-1.2	-41.4	-7.9	-142.7	-175.0	7.2	-1.0	2.3

Profiles, quoted from the list. Order of screens: PLCb3 inh, ARFGAP1 inhibitor, DDE Tn7 FP inh, ADAM17 inh, ASAP1 GAP inh, ADAM10 inh, PLCg1 inh, DDE Tn6 FP inh, TDP2 inh, SIAE primary
O=C(COc1ccc(S(=O)(=O)N2CCOCC2)cc1)NCC1CCCO1 (stereo not given) in the list: -3.5, 8.7, 0.1, -5.1, -8.3, -5.6, -2.0, -5.6, 1.9, -0.2
Nc1c(-c2ccc(Cl)cc2)cnc2c(-c3ccccc3)cnn12 in the list: -34.2, -2.5, 1.7, -7.8, -3.4, -16.2, -27.6, 7.2, 8.0, 3.5
COc1ccccc1OCC(=O)NC1CCCCCC1 in the list: 0.1, 6.2, -4.4, -1.1, 6.0, 0.6, 0.6, 1.5, 3.9, 1.3
